CHRM4 agonist – CHRM4 agonism in calcium assay; 0.14% of 360,000 active; activation, % at 3 µM; CHO-K1 hM4/Gqi5, Fluo-8 calcium fluorescence; vehicle 0%, full acetylcholine response 100%; AID 624127;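 active = activation above the run mean over all test wells plus 3 SD, cut at about 32% in these data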;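 also: peak over basal fluorescence ratio per well then scaled between controls; 0% = DMSO wells and 100% = acetylcholine at EC100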
M1 PAM – positive allosteric modulators of human M1 muscarinic receptor | P11229 | 0.088% of 360,000 active | CHO-K1 hM1, Fluo-8 calcium fluorescence, ACh EC20; 0% = ACh EC20, 100% = maximal ACh | activation, % at 3 µM; in the data active = activation above about 19%, passing the limit was not always enough
Target sequence (P11229 whole entry, looked up): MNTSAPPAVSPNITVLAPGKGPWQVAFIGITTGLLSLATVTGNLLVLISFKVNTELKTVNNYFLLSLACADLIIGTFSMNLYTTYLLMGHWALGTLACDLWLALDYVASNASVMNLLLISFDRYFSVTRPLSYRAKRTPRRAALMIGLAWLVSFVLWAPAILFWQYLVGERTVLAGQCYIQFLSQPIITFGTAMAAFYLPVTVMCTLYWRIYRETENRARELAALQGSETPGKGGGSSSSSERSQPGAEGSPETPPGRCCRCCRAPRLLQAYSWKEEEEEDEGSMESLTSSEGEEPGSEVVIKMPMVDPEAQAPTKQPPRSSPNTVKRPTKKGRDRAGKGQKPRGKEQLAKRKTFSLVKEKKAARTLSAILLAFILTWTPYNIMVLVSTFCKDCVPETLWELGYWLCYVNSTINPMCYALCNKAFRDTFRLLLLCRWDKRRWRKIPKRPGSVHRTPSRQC
OXTR potentiator – potentiators of human oxytocin receptor | P30559 | CHO-OTR cells, Fluo-8 calcium fluorescence, potentiator mode; 0% = oxytocin EC15, 100% = EC100 | activation, % at 3 µM | 0.061% of 320,000 active | AID 2445;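 active = activation above that plate's cutoff, the mean activation of tested compounds plus 3 SD, cut at about 6.6% in these data, passing the limit was not always enough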;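 also: 100% uses oxytocin at 75 nM as the full agonist control; some results filed as inactive read as strong as hits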
Target sequence (P30559 whole entry, looked up): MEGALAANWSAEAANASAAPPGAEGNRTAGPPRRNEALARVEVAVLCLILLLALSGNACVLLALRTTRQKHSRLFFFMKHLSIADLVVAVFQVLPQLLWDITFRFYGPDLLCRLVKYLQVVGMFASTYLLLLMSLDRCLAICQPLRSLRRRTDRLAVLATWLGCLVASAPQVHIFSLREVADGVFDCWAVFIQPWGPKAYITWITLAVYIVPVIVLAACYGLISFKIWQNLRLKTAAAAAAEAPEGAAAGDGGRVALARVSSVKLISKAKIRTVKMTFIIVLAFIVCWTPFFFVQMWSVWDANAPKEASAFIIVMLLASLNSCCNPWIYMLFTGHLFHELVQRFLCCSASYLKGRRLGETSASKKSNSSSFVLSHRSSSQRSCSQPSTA
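Assay system: CHO cell line stably expressing human OTR | Also added: Oxytocin at about EC15, sub-maximal agonist stimulus | Times: Compound 6 min at room temperature before oxytocin, 100 s read | Measured by: Fluo-8 intracellular calcium fluorescence, ex 470-495, em 515-575 nm | Controls: EC15 oxytocin alone as 0%, 75 nM oxytocin as 100%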
CHO-K1 Ca antag – counter-screen for M1 antagonists: effect in parental CHO-K1 cells; inhibition, % at 3 µM; 0.6% of 360,000 active; AID 602250; ATP-induced calcium, Fluo-8 fluorescence;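 active = inhibition above a per-plate cutoff, the plate's mean sample inhibition plus 3 SD, cut at about 24% in these data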;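 also: 0% = DMSO plus EC80 ATP and 100% = DMSO alone without ATP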
CHRM1 antagonist – antagonists of human M1 muscarinic receptor | CHO-K1 hM1, Fluo-8 calcium fluorescence, ACh EC80 antagonist | inhibition, % at 3 µM | AID 588852 | 1.3% of 360,000 active;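 active = percent inhibition above its own plate's cutoff, namely the mean of that plate's compound wells plus 3 SD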;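 also: peak over basal fluorescence ratio during 140 s after agonist addition; 0% = ACh EC80 plus DMSO and 100% = DMSO alone without agonist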
M1 ag parental – counter-screen for M1 agonists: effect in parental CHO-K1 cells. activation, % at 3 µM. Fluo-8 calcium fluorescence; scaled to maximal ATP response, vehicle zero. 0.48% of 360,000 active; in the data active = activation above about 15%;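 also: untransfected CHO-K1 host cells lacking M1 receptor as counterscreen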
M4 antag – CHRM4 antagonism in calcium assay | P08173 | CHO-hM4 cells, ACh EC80, Fluo-8 calcium fluorescence | 0.73% of 360,000 active | inhibition, % at 3 µM;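 active = inhibition above its plate's cutoff, the mean inhibition of sample wells plus 3 SD, cut at about 27% in these data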;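 also: 0% = acetylcholine EC80 with DMSO and 100% = DMSO without agonist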
M1 ag – human M1 muscarinic receptor agonism; 0.33% of 360,000 active; P11229; CHO-K1 hM1, Fluo-8 calcium fluorescence, agonist mode; 0% DMSO, 100% acetylcholine EC100; activation, % at 3 µM;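 active = activation above the run's mean compound activation plus 3 SD, cut at about 16% in these data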;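 also: peak over basal fluorescence ratio within a 140 s kinetic read after compound addition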
CHO parental Ca – counter-screen for OX1R antagonists: effect in parental CHO cells. inhibition, % at 5.6 µM. 0.63% of 330,000 active. AID 463079. parental CHO-K1, ATP-induced calcium, Fluo-8 fluorescence;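 active = inhibition above that plate's mean sample inhibition plus 3 SD, cut at about 26% in these data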;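 also: 0% = ATP-challenged DMSO wells and 100% = DMSO wells without ATP; some compounds past the cut are filed as inactive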
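Test system: untransfected parental CHO cell line. Compound: one dose, 5.6 µM nominal. Detection: intracellular calcium via Fluo-8 no-wash fluorescent dye. Measure: % inhibition. Benchmarks: ATP-challenged DMSO wells low, unchallenged DMSO wells high.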
Numbers without * were called inactive; / = no result given.

no.	smiles	CHRM4 agonist	M1 PAM	OXTR potentiator	CHO-K1 Ca antag	CHRM1 antagonist	M1 ag parental	M4 antag	M1 ag	CHO parental Ca
1	COc1ccc(F)cc1-c1nc(N)nc(N)n1	0	4	3	-16	-8	1.2	4	-2	1
2	O=C(COc1ccccc1[N+](=O)[O-])N/N=C/c1cccc(OC(=O)c2ccc3c(c2)OCO3)c1	4	-7	-17	5	11	5.0	3	-5	-9
3	COc1ccccc1CNC(=O)C1(C)CCN1C(=O)C1(c2ccccc2)CC1 (stereo not given)	2	7	/	0	-18	8.8	-3	-4	/
4	COc1cc(C(=O)NCC(=O)NNC(=O)CN(C)S(=O)(=O)c2ccc(Cl)cc2)cc(OC)c1OC	0	-5	-2	1	15	-0.2	6	-3	-7
5	CCCc1cc(=O)[nH]c(SCC(=O)Nc2cc(S(=O)(=O)N(CC)c3ccccc3)ccc2Cl)n1	0	3	-6	-3	3	0.3	6	-6	-12
6	O=C(CNC(=O)C12CC3CC(CC(C3)C1)C2)N/N=C\c1ccccn1	1	8	-7	-9	-8	0.1	5	-2	4
7	COc1ccc(C(C)NC(=O)C2CCCC2)cc1 (stereo not given)	1	2	2	0	3	0.1	1	-2	-5
8	COc1ccc(S(=O)(=O)N2CCN(CC(=O)N3c4ccccc4CC3C)CC2)cc1OC (stereo not given)	4	0	/	-4	-8	4.2	3	-7	/
9	O=C(CN1CCN(c2ccc(F)cc2)CC1)NCc1ccc(F)cc1	2	-4	-7	-1	7	1.5	4	-3	-10
10	CS(=O)(=O)c1ccc2nc(NC(=O)C3CCCCC3)sc2c1	2	-4	0	-2	0	0.0	-7	-5	-14
11	O=C(C(NS(=O)(=O)c1cccc2nsnc12)c1ccccc1)N1CCN(c2ccccn2)CC1 (stereo not given)	5	-10	-13	-14	12	2.3	2	-4	-12
12	O=C(CN1C(=O)C2C3CCC(C3)C2C1=O)OCC(=O)c1cccc([N+](=O)[O-])c1 (stereo not given)	3	4	-6	-3	-3	5.0	0	-5	-7
13	O=C(CSC1=NCCS1)Nc1ccnc2ccccc12	11	-6	-12	20	15	11	10	-1	3
14	C/C(=N\Nc1ccccc1Cl)c1ccc(-n2ccnc2)cc1	0	5	-26	-17	-4	0.3	2	-8	-19
15	CC(C)c1ccc2[nH]c(O)c(N=NC(=S)NCCc3ccccc3)c2c1	-2	-1	-15	-16	6	-0.2	-5	-5	-8
16	CCOC(=O)CCc1c(C)nc(SCCCn2c(=O)[nH]c3ccccc32)c(C#N)c1C	0	-4	-7	-17	7	1.3	-11	-2	-21
17	O=C(COC(=O)C12CC3CC(CC(C3)C1)C2)Nc1ccc(OC(F)F)cc1	-1	-6	-6	6	-3	1.7	-11	-7	19
18	Cn1nc(C(=O)Nc2nc(-c3ccccn3)cs2)c2ccccc2c1=O	4	2	/	4	-11	0.5	-10	-2	/
19	Brc1ccc(C2=CSC3=NCCN23)cc1	1	-1	-13	-16	0	0.4	-3	-7	-10
20	CC1CCN(c2nc(-c3ccco3)c3c(c2C#N)CC(C)(C)OC3)CC1	1	7	-2	-6	-10	0.4	-9	-2	-10
21	CC1=CC(C)(C)N(C(=O)c2ccccc2)c2ccccc21	-4	13	0	2	-12	-0.4	-11	-4	-6
22	O=C(Nc1ccc2c(c1)OC1(CCCC1)O2)C1CC1	0	-3	-8	-12	5	2.3	-3	-5	-11
23	COCCn1nnnc1C(c1cc2cc(C)cc(C)c2[nH]c1=O)N1CCN(c2ccccc2F)CC1 (stereo not given)	0	-2	-5	-11	4	0.2	-2	-8	-30
24	O=C(O)c1ccc(N/N=C/c2ccc(-c3ccccc3)cc2)cc1	5	8	/	-1	-2	-0.7	1	1	/
25	CCOC(=O)c1csc(NC(=O)CSc2nnnn2CC)n1	2	6	-8	4	-7	0.7	-4	-3	0
26	Cc1cccnc1NC(=O)c1ccc(S(=O)(=O)N2CC(C)OC(C)C2)cc1 (stereo not given)	1	4	-7	-2	-4	0.6	-4	-3	0
27	CC(OC(=O)c1ccncc1)C(=O)Nc1cc(S(=O)(=O)N2CCCCC2)ccc1Cl (stereo not given)	3	13	-2	17	-13	0.1	11	-1	-11
28	O=C(c1cn(-c2ccccc2)nc1-c1ccncc1)n1nnc2ccccc21	1	-3	-3	0	-3	-0.1	0	-3	1
29	CCN(c1ccccc1)c1nc(C#N)nc(N(CC)c2ccccc2)n1	-2	-11	-7	-4	14	0.2	9	-7	23
30	O=C(Nc1c(C(=O)N2CCOCC2)cnn1-c1ccccc1)c1ccccc1F	1	10	-8	-20	-16	0.0	3	-3	-14
31	O=C(NCCCN1CCN(c2ccccc2F)CC1)Nc1ccccc1[N+](=O)[O-]	5	8	-1	-8	-16	3.5	-2	-2	-16
32	Cc1ccc(C)c(NC(=O)CN(C)C(=O)CC2OC(=O)c3ccccc32)c1 (stereo not given)	0	5	7	7	-8	0.2	-9	0	-3
33	Cc1ccc(NC(=O)CN(C)C(=O)c2ccc(COc3ccccc3)cc2)cc1	6	5	-2	12	-5	0.1	-10	-2	6
34	O=C(Nc1nc2ccc(SC(F)F)cc2s1)c1ccc(NS(=O)(=O)c2ccc(F)c(F)c2)cc1	0	1	-6	-9	-10	0.5	-3	0	-9
35	CC(C)(C)c1cc2nc(N)nc(N)n2n1	1	10	6	6	-14	-0.1	-6	0	-12
36	OCC1(CCc2ccccc2)CCN(Cc2cnc(N3CCCC3)s2)CC1	3	2	-12	-5	3	0.5	-13	-2	-17
37	CSC1CCCCC1(O)CSc1nc2ccccc2o1 (stereo not given)	1	-7	0	-9	6	0.1	7	-6	-6
38	CSC1=N/C(=C\c2ccc(Br)o2)C(=O)S1	1	3	-10	-7	-29	0.4	-8	-3	1
39	O=C(OCc1nnc(-c2ccccc2)o1)c1cc(=O)[nH]c2ccccc12	1	5	-7	6	-2	-0.2	-7	-4	-17
40	Cc1cccc(OCC(=O)Nc2ccc3oc(=O)ccc3c2)c1C	1	2	-16	-21	-1	0.9	-1	-5	50*
41	CCN(CC)c1ccc(NC(=O)c2ccccc2F)cc1	0	4	-4	-9	-7	0.6	9	-1	-5
42	O=C(CSc1nc(-c2ccco2)cc(C(F)(F)F)n1)N1CCN(c2ccc(Cl)cc2)CC1	4	4	-8	-11	6	-0.1	-12	-4	-28
43	O=C(CCCN=C1NS(=O)(=O)c2ccccc21)OCc1ccccc1	3	2	-7	2	2	3.4	-5	4	7
44	N#Cc1c(-c2ccco2)c2c([nH]c1=S)CCCC2	1	6	3	7	-15	-0.1	3	-5	-9
45	Cc1ccc(SCC(=O)NCc2ccco2)cc1	0	5	-1	-7	-24	-0.1	3	-5	-9
46	CCC(=O)Nc1nc2ccccc2n1Cc1ccccc1Cl	4	18	-7	-6	-13	1.4	-10	-5	4
47	CCn1c(CNc2ccc(OC)cc2)nnc1SCC(=O)c1ccc(OC)cc1	2	12	-6	-13	-14	1.2	0	-2	-34
48	CCOC(=O)c1ccc2[nH]c3c(c2c1)CCCC3O (stereo not given)	0	9	-9	-12	-7	0.5	-4	-4	-4
49	Cc1ccc(F)cc1C(=O)N1CCCC(c2cc(C(=O)Nc3ccccc3)no2)C1 (stereo not given)	12	-4	/	6	-6	6.4	-12	-4	/
50	CC1CCC(=NNC(=O)Cc2ccccc2)CC1 (stereo not given)	2	3	-6	-22	-4	0.7	4	-2	-5
51	C[C@H](CO)N1C[C@H](C)[C@@H](CN(C)C(=O)Nc2ccc(C(F)(F)F)cc2)Oc2ccc(NC(=O)Cn3cnnn3)cc2C1=O	1	8	-3	0	-6	0.0	10	-4	-5
52	COc1ccc(-n2nnnc2SCC(=O)Nc2cccc(NC(C)=O)c2)cc1OC	1	2	-7	-7	-6	1.5	-4	-4	3
53	CCOCCCNC(=O)c1cc(=O)n(Cc2cccc(C)c2)c2ccccc12	3	4	0	-12	-1	1.5	4	-4	-5
54	Cc1ccc(CNC(=O)c2nc3nc(C)cc(C)n3n2)cc1	1	11	-12	-4	-11	0.4	0	-5	-6
55	O=C1CC(=O)C(n2cncn2)C(c2ccc(Cl)cc2)C1 (stereo not given)	0	5	-3	11	-5	-0.2	8	-1	-11

Three compounds already listed, ordered by the number in OXTR potentiator, ascending:
item | molecule | OXTR potentiator
46 | CCC(=O)Nc1nc2ccccc2n1Cc1ccccc1Cl | -7
41 | CCN(CC)c1ccc(NC(=O)c2ccccc2F)cc1 | -4
32 | Cc1ccc(C)c(NC(=O)CN(C)C(=O)CC2OC(=O)c3ccccc32)c1 (stereo not given) | 7

4 of the compounds above, with two lines to a compound.
Sequence of screens: CHRM4 agonist | M1 PAM | OXTR potentiator | CHO-K1 Ca antag | CHRM1 antagonist | M1 ag parental | M4 antag | M1 ag | CHO parental Ca
31: O=C(NCCCN1CCN(c2ccccc2F)CC1)Nc1ccccc1[N+](=O)[O-]
 : 5 | 8 | -1 | -8 | -16 | 3.5 | -2 | -2 | -16
32: Cc1ccc(C)c(NC(=O)CN(C)C(=O)CC2OC(=O)c3ccccc32)c1 (stereo not given)
 : 0 | 5 | 7 | 7 | -8 | 0.2 | -9 | 0 | -3
33: Cc1ccc(NC(=O)CN(C)C(=O)c2ccc(COc3ccccc3)cc2)cc1
 : 6 | 5 | -2 | 12 | -5 | 0.1 | -10 | -2 | 6
34: O=C(Nc1nc2ccc(SC(F)F)cc2s1)c1ccc(NS(=O)(=O)c2ccc(F)c(F)c2)cc1
 : 0 | 1 | -6 | -9 | -10 | 0.5 | -3 | 0 | -9

Source: PubChem BioAssay (The Scripps Research Institute Molecular Screening Center)
